# BRCA1 expr act = qHTS Assay to Identify Small Molecule Activators of BRCA1 Expression | AID 624202, 2012 | 380,000 tested, 1.1% active | MCF7-BRCA1-FFLuc reporter, luminescence, 48 h; response scale: scaled: vehicle 0%, 10 µM genistein 100% | Potency, µM (doses to about 46.1 µM), for inactives: at the highest dose activation, hits mostly activators; active means well fitted activation curve with a large enough effect; inconclusive means small, poorly fitted or top-dose-only effect; inactive means no such curve, though single readings can be large or run the other way; further: nearly all actives have a fitted effect of over 80% in size; some results filed as inactive show a strong effect at the top dose
#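 Luminescence from a BRCA1-driven firefly luciferase in MCF7 cells was the read-out, taken 15 min after substrate addition following 48 h compound exposure at 37 °C. Data were normalized to a 10 microM genistein control and DMSO vehicle.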
# uPA generation = qHTS for Inhibitors of Cell Surface uPA Generation | cell surface uPA generation assay, qHTS | Potency, µM (highest dose often 38.3 µM), without a hit: at the highest dose activity change, negative = inhibition, actives largely listed as inhibitors | 330,000 tested, 0.31% active | AID 540303, 2011; active means well fitted inhibition curve with a large enough effect; inconclusive means small, poorly fitted or top-dose-only effect; inactive means no such curve, though single readings can be large or run the other way; tested in mouse RAW 264.7 cells; further: on the % scale 0 is the no-effect control and ±100 the full control effect; nearly all actives have a fitted effect of over 55% in size
# * hit, by the source's call; ? = inconclusive; [ ] = remark or other dose. Potency means the concentration at half of the fitted maximal effect.
SMILES,BRCA1 expr act,uPA generation
Oc1cc(O)cc(-c2cc3ccc(O)cc3o2)c1,6%,-7%
O=C(O)C1=CC2C=C(Cl)C=CC2OC1=O (stereo not drawn),22%,5%
Cc1cc(C)n2nc(C)c(-c3ccccc3)c2n1,-2%,-5%
CC(C)C(=O)N1CCN(c2ccccc2NC(=S)NC(=O)Cc2ccccc2)CC1,-22%,8%
O=C(Cc1ccc(S(=O)(=O)N2CCOCC2)s1)N1CCN(S(=O)(=O)c2ccccc2[N+](=O)[O-])CC1,-19%,1%
Cc1n[nH]c(C)c1NC(=O)CN1CCN(S(=O)(=O)c2ccc(C(F)(F)F)cc2)CC1,-7%,3%
O=S(=O)(c1ccc(Br)cc1F)N1CCC(O)CC1,4%,2%
C=CCCC1CN(Cc2ccco2)S(=O)(=O)c2c(F)cccc2O1 (stereo not drawn),-2%,?
O=c1[nH]c(=S)[nH]c2nccnc12,-32%,0%
COc1cc(CN2CC(C)OC(C)C2)cc(OC)c1 (stereo not drawn),10%,10%
Cc1cc(C(=O)Nc2ccncc2)c(C)o1,-7%,-19%
COc1ccc(C(=O)NC2CC2)cc1OC1CCN(Cc2ccc(F)cc2Cl)CC1,-42%,-7%
CN(CCc1ccccc1)C(=O)c1ccc(NC(=O)Cc2cccc(NC(=O)C3CCN(C(=O)C4CCCC4)CC3)c2)cc1,0%,15%
CC(=NNC(=S)N1CCN(c2ccccn2)CC1)c1nccs1,-75%,-7%
COC(=O)c1c(NC2=NS(=O)(=O)c3ccccc32)sc2c1CCC(C(C)(C)C)C2 (stereo not drawn),-14%,0%
CC(=O)Nc1cccc2ccc(O)cc12,-21%,2%
CN(C(=O)COC(=O)COc1ccc(N(C)S(=O)(=O)c2ccc(Cl)cc2)cc1)c1ccccc1,7%,1%
COc1ccc(NC(=O)c2c[nH]c(=O)n(-c3ccc(C)c(C)c3)c2=O)c(OC)c1,-9%,17%
COc1ccc2c(c1)[C@H]1[C@H](CO2)[C@H](c2ccccc2)[C@@]2(C)C(=O)N[C@H](C)C(=O)N12,2%,13%
c1coc(C2=NC(c3ccco3)C(c3ccco3)N2)c1 (stereo not drawn),45%,1%
CCCCN1C=C(C(=O)OCC)C(=O)CC1,9%,3%
COc1cccc(N2[C@@H](CC(=O)O)c3cc(C(F)(F)F)ccc3S2(=O)=O)c1,13%,1%
Cc1ccc(S(=O)(=O)N2CCN(C(=O)COC(=O)COc3ccc(Br)cc3)CC2)c(C)c1,6%,4%
COc1ccc(C=NNC(=S)NC23CC4CC(CC(C4)C2)C3)cc1OC,-72%,-11%
O=c1ccn(Cc2ccccc2)c(SCc2ccccc2)n1,-16%,3%
SMILES,BRCA1 expr act,uPA generation
O=C(c1ccc2c(c1)OCO2)N1CCN(CCN2C(=O)c3cccc4cccc(c34)C2=O)CC1,-2%,4%
Cc1cc(OCc2nc(N)nc(N)c2-c2ccc(Cl)c(Cl)c2)ccc1[N+](=O)[O-],-88%,-10%
CN1C[C@@H]2[C@@H]3C(=O)N(Cc4ccccc4)C(=O)[C@@H]3[C@](Cc3ccccc3)(C1=O)N2C(=O)c1ccc(C(C)(C)C)cc1,-48%,?
O=[N+]([O-])c1ccc(C=NNc2ccccc2)cc1,15%,7%
Cc1ccc(C)c(Nc2nc3ccccc3[nH]2)c1,-11%,-3%
CC/C(=C(/c1ccccc1)c1ccc(OCC[N+](C)(C)C)cc1)c1ccccc1,-63%,-1%
CN(c1ccccc1)S(=O)(=O)c1ccc(NC(=O)c2ccccc2C(=O)O)cc1,-2%,-2%
S=C(c1ccc2c(c1)OCO2)N1CCN(c2cccc(Cl)c2)CC1,-21%,-20%
CC[N+]1(C)CCC(O)(c2ccc(OC)cc2)C(C(=O)c2ccc(OC)cc2)C1 (stereo not drawn),-85%,-13%
CCc1ccccc1-n1ncc(C(=O)Nc2ccc(OC)cc2)c1C,?,-2%
O=c1[nH]cnc(CN2CCCCC2)c1O,-22%,6%
O=c1oc2ccccc2c(=O)c2ccccc12,-5%,-3%
Cc1cc(C)c(-c2c(O)c3cccnc3n(C)c2=O)c(C)c1,0%,-1%
O=C(Cc1cccc(NC(=O)C2CCN(C(=O)C3CCC3)CC2)c1)Nc1cccc(C(=O)N2CCCCC2)c1,11%,14%
CCN(CC)CCCN1C(=O)C(=O)/C(=C(/O)c2c(C)nc3ccccn23)C1c1ccc(C)o1 (stereo not drawn),13%,-18%
OC1COC(c2ccccc2)OC1C1OC(c2ccccc2)OCC1O (stereo not drawn),-4%,-1%
COCCN(C(=O)Cc1csc(-c2cccc(Cl)c2)n1)c1c(N)n(Cc2ccccc2)c(=O)[nH]c1=O,-8%,15%
COc1ccc(CCNc2cc(N3CCN(C(=O)c4ccccc4OC)CC3)ccc2[N+](=O)[O-])cc1OC,-53%,-1%
O=C1c2cccc(NCCCNCCO)c2C(=O)c2cccc(NCCCNCCO)c21,-94%[inhibitor],-12%
CCCCN1CC(COCc2ccccc2)Oc2cc(Br)ccc2S1(=O)=O (stereo not drawn),9%,2%
COc1ccc(C(=O)NCC(C)(c2ccccc2)c2ccccc2)cc1S(=O)(=O)N1CCOCC1,-30%,-8%
F[B-](F)(F)COc1ccccc1,2%,-11%
COc1cccc(C2CC(c3ccccc3Cl)Nc3ncnn32)c1 (stereo not drawn),3%,0%
CC1(C)CSC(C)(C)C(=O)N1,-4%,0%
CN(CCc1ccccc1)C(=O)c1ccc(NC(=O)Cc2ccc(NC(=O)C3CCCN(S(=O)(=O)c4cccc([N+](=O)[O-])c4)C3)cc2)cc1 (stereo not drawn),0%,3%
SMILES,BRCA1 expr act,uPA generation
COC(=O)c1ccccc1S(=O)(=O)N1CCC(C(=O)Nc2ccccc2N2CCOCC2)CC1,0%,-7%
CCc1nc2sc(C#N)c(N)c2c2c1CCCC2,1%,-7%
O=C(c1ccc2c3c(cccc13)CC2)N1CCN(c2ncccn2)CC1,-3%,4%
CCOc1ccccc1C=NN=Cc1ccccc1O,-34%,7%
COCCCn1c(=N)c(C(=O)NCc2ccc3c(c2)OCO3)cc2c(=O)n3cccc(C)c3nc21,2%,-6%
CC(CCc1ccccc1)NC(=O)C1CCC1 (stereo not drawn),4%,-8%
O=C(C1CC(=O)N(c2ccc3c(c2)OCCO3)C1)N1CCN(S(=O)(=O)c2cccc(F)c2)CC1 (stereo not drawn),-53%,0%
O=CNC1(c2ccccc2)CCCCC1,-2%,5%
c1ccc(-n2nnnc2-c2cccc3ccccc23)cc1,-64%,?
O=C(Cn1cc(COc2c(F)c(F)cc(F)c2F)nn1)c1ccc(O)cc1,9%,0%
Cc1ccccc1C(=O)N1CCC2CC1c1cc(-c3ccc(F)cc3)ccc12 (stereo not drawn),-26%,-19%
Cc1ccc(S(=O)(=O)N2CCN(C(=O)COC(=O)/C=C/c3ccc(C(F)(F)F)cc3)CC2)c(C)c1,-27%,9%
O=C1C[C@@H](c2ccccc2)Oc2cc(O)cc(O)c21,27%,-7%
CCOC(=O)C1=CN(CC2CCCCC2)CCC1=O,17%,-4%
O=S1(=O)CCOC[C@H](Cc2ccccc2)N1Cc1ccccc1,12%,-11%
COc1ccccc1CNC(=O)C1CC2Cn3c(nc4cc(Cl)c(Cl)cc43)C2N1C (stereo not drawn),-28%,-18%
CCN(C(=O)CSc1nc2ccc([N+](=O)[O-])cc2s1)c1c(N)n(Cc2ccccc2)c(=O)[nH]c1=O,-19%,1%
CN(C(=O)c1cccc(NC(=O)Cc2cccc(NC(=O)C3CCCN(C(=O)C4CC4)C3)c2)c1)C1CCC1 (stereo not drawn),13%,14%
Cc1cccc(NC(=O)CSCC(=O)N(C)Cc2ccc3c(c2)OCCO3)c1,-5%,5%
CSc1c(CN2CCN(C)CC2)c2ccccc2n1C,0%,-1%
COC(=O)C1=C(C)N(CCCC(=O)O)C(=O)NC1c1ccccc1OS(=O)(=O)c1ccc([N+](=O)[O-])cc1 (stereo not drawn),8%,5%
CC(C)N1CCN(C(=O)c2ccc([N+](=O)[O-])cc2)CC1,8%,11%
N#CC1=C(SCC(=O)Nc2ccccc2)NC(=O)CC1c1ccco1 (stereo not drawn),?,?
CCC1(C)COC(c2ccc3c(c2)OCO3)OC1 (stereo not drawn),17%,0%
Nc1nc2cc(Cl)c(Br)cc2o1,4%,4%
SMILES,BRCA1 expr act,uPA generation
COc1ccccc1CNC(=O)COC(=O)C1CCN(S(=O)(=O)c2c(Cl)cccc2Cl)CC1,5%,7%
COC(=O)[C@@H]1[C@@H](C)N(Cc2ccccc2)C(=O)N[C@H]1c1ccccc1,5%,2%
O=C1c2ccccc2C(=O)N1Cc1nc2ccccc2c(=O)n1CCN1CCOCC1,10%,-3%
CC(=O)OC1C(=O)N(Cc2ccccc2)C1c1ccc(C)cc1 (stereo not drawn),-12%,4%
O=C(/C=C/c1ccccc1)Nc1cccc(C(=O)NCCCc2ccccc2)c1,6%,?
CCCCCCNc1c([N+](=O)[O-])cc(C)cc1[N+](=O)[O-],-11%,6%
Cc1ccccc1N1CCN(c2ccccc2NC(=O)/C=C\C(=O)O)CC1,2%,-11%
Cc1cccc(N2CCN(CC(O)COc3ccc4ccccc4c3)CC2)c1 (stereo not drawn),-15%,1%
Cc1ccc(Cn2c(C3CCCN3c3nc(-c4ccc(F)cc4)cs3)nc3cc(Cl)c(Cl)cc32)cc1 (stereo not drawn),-33%,5%
CC1(C)CC(NC(=O)c2ccccc2NS(=O)(=O)c2ccc(Br)cc2)CC(C)(C)N1,-21%,-6%
O=C(CSc1nnc(-c2ccc(F)cc2)o1)Nc1ccccc1N1CCOCC1,35%,0%
Cc1cc(C)c(C(=O)c2cccs2)c(C)c1,-6%,3%
O=C(O)C(c1ccccc1)C1(O)CC2CCC1C2 (stereo not drawn),-21%,-3%
O=C(NC(Cc1ccc(O)cc1)C(=O)N=Nc1c(O)[nH]c2ccccc12)c1ccccc1 (stereo not drawn),-9%,8%
COc1ccc(CCNc2nc(C)cc(=O)[nH]2)cc1OC,1%,3%
CC1(C)CC(=O)C=C(NCCCN2CCCC2=O)C1,5%,3%
Oc1ccc(C=NNC(=S)Nc2ccc(F)cc2)c(O)c1,-38%,-12%
COc1ccc(-c2cc(C(=O)N/N=C/c3cccnc3)c3ccccc3n2)c(OC)c1,-24%,-12%
O=C(/C=C/c1ccc(Cl)cc1)N1CCN(CCN2C(=O)c3cccc4cccc(c34)C2=O)CC1,1%,0%
C/C(=N\Nc1cc(-c2ccccc2)nc(-c2ccc(Br)cc2)n1)c1cccc(N)c1,-46%,1%
Cc1ccc(C(=O)C=Cc2cccc(C)c2)cc1,46%,-5%
COc1ccc(-c2csc(NCCc3nc4cc(Cl)c(Cl)cc4n3CCCO)n2)cc1,-74%,-25%
Cc1cc(C)cc(NC(=O)c2cccc(NC(=O)c3ccco3)c2)c1,-3%,-3%
COC(=O)[C@@H](Cc1c[nH]c2ccccc12)NCc1cccc(B(O)O)c1,0%,27%
CCOc1ccc(S(=O)(=O)N2CCN(C(=O)c3oc4ccccc4c3C)CC2)cc1,-31%,15%
SMILES,BRCA1 expr act,uPA generation
CC(=O)Nc1cc2c3c(cccc3c1)-c1ccccc1-2,93%,-7%
CCn1c(SCc2ccccc2)nc2ccccc2c1=O,-30%,3%
O=C(c1ccc(F)cc1)c1cccc(C(=O)c2ccc(F)cc2)n1,-9%,9%
O=C1CSCc2nc3ccccc3n21,5%,3%
CC(=O)Nc1cccc(C(=O)OCC(=O)N2CCN(C(=O)COC(=O)c3cccc(NC(C)=O)c3)CC2)c1,-10%,-3%
O=C1N[C@@H](Cc2ccccc2)C(=O)N2[C@H]3Nc4ccccc4[C@@]3([C@]34C[C@H]5C(=O)N[C@@H](Cc6ccccc6)C(=O)N5[C@H]3Nc3ccccc34)C[C@@H]12,-4%,1%
CC1(C)S[C@@H]2C(C(=O)OCc3ccccc3)NC(=O)N2C1C(=O)OCc1ccccc1 (stereo partly drawn),-5%,-4%
O=S(=O)(c1ccccc1)N1CCNCC1,-2%,0%
COc1ccc(NC(=O)C2CC3CCC2C3)c(OC)c1 (stereo not drawn),9%,-1%
CCCCCCCCN1[C@@H](CC(=O)O)c2cc(F)ccc2S1(=O)=O,4%,-10%
O=C(O)C(Cc1ccc(OS(=O)(=O)Cc2ccccc2)cc1)NS(=O)(=O)Cc1ccccc1 (stereo not drawn),-18%,-5%

# Complete entries, quoted from the list.
# CCn1c(SCc2ccccc2)nc2ccccc2c1=O across the screens: BRCA1 expr act = -30%; uPA generation = 3%
# CC1(C)S[C@@H]2C(C(=O)OCc3ccccc3)NC(=O)N2C1C(=O)OCc1ccccc1 (stereo partly drawn) across the screens: BRCA1 expr act = -5%; uPA generation = -4%
# O=C(c1ccc(F)cc1)c1cccc(C(=O)c2ccc(F)cc2)n1 across the screens: BRCA1 expr act = -9%; uPA generation = 9%

# Shown as labelled records: entries from further up
O=C1N[C@@H](Cc2ccccc2)C(=O)N2[C@H]3Nc4ccccc4[C@@]3([C@]34C[C@H]5C(=O)N[C@@H](Cc6ccccc6)C(=O)N5[C@H]3Nc3ccccc34)C[C@@H]12
  BRCA1 expr act = -4%	uPA generation = 1%
CC1(C)S[C@@H]2C(C(=O)OCc3ccccc3)NC(=O)N2C1C(=O)OCc1ccccc1 (stereo partly drawn)
  BRCA1 expr act = -5%	uPA generation = -4%
O=S(=O)(c1ccccc1)N1CCNCC1
  BRCA1 expr act = -2%	uPA generation = 0%
COc1ccc(NC(=O)C2CC3CCC2C3)c(OC)c1 (stereo not drawn)
  BRCA1 expr act = 9%	uPA generation = -1%

# Screening data as filed in PubChem BioAssay.

# Some of the compounds tested. The share of hits here may be higher or lower than overall.
